SRC1 TRFRET art = flags TR-FRET format artefacts in PPARgamma SRC-1 recruitment agonist screen. TR-FRET detection artefact counter-screen, emission ratio; stronger effect = higher value. TR-FRET ratio at 8 µM. 99,000 compounds, 0.34% hits; in the data active means TR-FRET ratio above about 2300; further: inactives centre near 1800; reference of the scale not given here
SRC3 TRFRET art = flags TR-FRET format artefacts in PPARgamma SRC-3 recruitment agonist screen; 99,000 compounds, 0.39% hits; TR-FRET ratio at 8 µM; TR-FRET artefact counter-screen, PPARgamma/SRC-3 format; stronger effect = higher value; in the data active means TR-FRET ratio above about 2000; further: inactives centre near 1600; reference of the scale not given here
* marks the source's active call; other numbers are inactive results. These rows are one share of the data; rates above refer to the full screens.

SMILES | SRC1 TRFRET art | SRC3 TRFRET art
COc1ccc(NC(=O)CN(C)CC(=O)Nc2cccc(F)c2)cc1Cl | 1966 | 1631
CSCCC(NC(=O)/C(=C/c1ccc2c(c1)OCO2)NC(=O)c1cccc([N+](=O)[O-])c1)C(=O)O (centres undefined) | 1853 | 1705
Cc1ccc(NC(=O)Nc2ccc(F)cc2F)c(OC(F)F)c1 | 1798 | 1294
O=C(NNC1=Nc2cccc3cccc1c23)c1ccc(Br)cc1 | 1814 | 1504
CCCNC(=O)CSc1nccn1Cc1ccco1 | 1936 | 1438
Cc1nn(CC2CC2)c(=O)n1N(C)c1ncc(C(F)(F)F)cc1Cl | 1774 | 1494
CCN(CC)S(=O)(=O)c1cccc(NC(=O)/C=C/c2ccc([N+](=O)[O-])cc2)c1 | 1880 | 2019
Cc1ccc(C(=O)NCCc2nnc3ccc(SCC(=O)Nc4ccccc4C)nn23)cc1 | 2091 | 1714
O=C(NC1CC1)c1ccc(C2SCC(=O)N2Cc2ccccc2)cc1 (centres undefined) | 2014 | 1899
CCn1c(/C=N/Nc2ccc(C(=O)O)cc2)nc2ccccc21 | 1568 | 1734
O=S(=O)(/N=C(/c1ccc(F)cc1)N1CCCCC1)c1ccc(Cl)cc1 | 1928 | 1489
CC(=O)NC12CC3CC(C1)CC(C(=O)OCC(=O)Nc1ncc(Cl)c(C)c1Cl)(C3)C2 | 1997 | 1577
Cc1ccc(NC(=S)N(CCN2CCCCC2)Cc2ccco2)cc1C | 1559 | 1406
Fc1cccc(-c2cc3nc4c(c(N5CCOCC5)n3n2)CCCC4)c1 | 1758 | 1544
CC(=O)c1ccc(Oc2cc(C(F)(F)F)cnc2C(N)=O)cc1 | 1689 | 1441
CCOc1ccc(-c2nc(CCl)cs2)cc1 | 1942 | 1595
CN1CCN(NC(=S)Nc2ccccc2)CC1 | 2022 | 1697
O=C(CNS(=O)(=O)c1ccc(Br)cc1)OCc1cc(=O)n2cc(Br)ccc2n1 | 1743 | 1473
Cc1ccc(S(=O)(=O)N2CCOCC2)cc1NC(=O)COC(=O)CNC(=O)c1ccccc1 | 1841 | 1454
CCOC(=O)N1CCN(C(=O)COc2cccc3c2CCN(Cc2ccc(F)cc2)C3=O)CC1 | 1592 | 1412
COc1cc(/C=N/NC(=O)CN2CCOCC2)ccc1OCc1ccccc1 | 1931 | 1374
COc1ccc2c(c1)CC[C@@H]1[C@@H]2CC[C@]2(C)C(=O)CC[C@@H]12 | 1722 | 1697
CC1=C(C(=O)OC(C)C)C(C)C(C(=O)OC(C)C)=C(C)N1 | 1921 | 1734
CCOC(=O)C1ON2CCCCC2C1(O)C(F)(F)F (centres undefined) | 1708 | 1618
COc1ccccc1NC(=O)COC(=O)Cc1c[nH]c2ccccc12 | 1786 | 1726

4 records picked at random from the list so far:
SMILES | SRC1 TRFRET art | SRC3 TRFRET art
CCN(CC)S(=O)(=O)c1cccc(NC(=O)/C=C/c2ccc([N+](=O)[O-])cc2)c1 | 1880 | 2019
CSCCC(NC(=O)/C(=C/c1ccc2c(c1)OCO2)NC(=O)c1cccc([N+](=O)[O-])c1)C(=O)O (centres undefined) | 1853 | 1705
O=C(NNC1=Nc2cccc3cccc1c23)c1ccc(Br)cc1 | 1814 | 1504
Cc1ccc(NC(=S)N(CCN2CCCCC2)Cc2ccco2)cc1C | 1559 | 1406

Additional compounds follow.
SMILES | SRC1 TRFRET art | SRC3 TRFRET art
COc1ccc(CCCC(=O)N/N=C\c2cccs2)cc1 | 1759 | 1621
CC(=O)c1cccc(S(=O)(=O)NCC2CCCCC2)c1 | 1708 | 1540
COCCn1c(SCC#N)nnc1-c1ccc([N+](=O)[O-])cc1 | 1682 | 1710
Cc1ccccc1-n1c(Cn2c(=O)sc3ccccc32)nnc1SCC(=O)Nc1nccs1 | 1697 | 1784
O=S(=O)(c1ccccc1)N(CC1CO1)c1ccccc1 (centres undefined) | 1632 | 1658
COc1ccc(N2CCN(c3nc(Nc4ccc(C)c(F)c4)nc(N4CCCC4)n3)CC2)cc1 | 1726 | 1855
CCCCCCCCNC(=S)NCCN1CCCCC1 | 1781 | 1444
NC1=C(c2ccc([N+](=O)[O-])cc2)C(=O)CO1 | 1934 | 1625
CC(=O)c1ccc(NC(=O)CSc2ccc3nnc(-c4cccnc4)n3n2)cc1 | 1480 | 1521
N#Cc1c(N)nc2c(c1-c1ccc3c(c1)OCO3)CCc1ccccc1-2 | 1867 | 1665
CNC(=O)c1ccc(Nc2nnc(-c3ccc(C)c(S(=O)(=O)NCC4CCCO4)c3)c3ccccc23)cc1 (centres undefined) | 1574 | 1333
NC(=O)COc1ccccc1C(=O)O | 1700 | 1728
Cc1ccc(NC(=O)c2cc3c(s2)CCCC3)cc1S(=O)(=O)Nc1ccccc1Cl | 1769 | 1831
O=C(CCc1nnc(-c2ccccc2)o1)NCc1cc(F)ccc1F | 1817 | 1707
CC1CC(=O)C(C2c3ccccc3CCN2C(=O)CCl)C(=O)C1 (centres undefined) | 1884 | 1436
Cn1c(N)c(C(=O)COC(=O)c2cccnc2Cl)c(=O)n(C)c1=O | 1843 | 1554
Cc1ccc(/C=N/NC(=O)CNC(=O)c2ccc(S(=O)(=O)N(C)C)cc2)cc1 | 1773 | 1422
Cc1cc(C)cc(NC(=O)N2CCCC2C(=O)NCc2ccco2)c1 (centres undefined) | 2169 | 1838
CCn1c2ccccc2c2cc(NC(=O)COC(=O)c3cc(OC)c(OC)cc3OC)ccc21 | 1929 | 1819
Cc1nn(-c2ccc(Cl)nn2)c(=O)c2ccccc12 | 1967 | 1588
O=c1c2ccccc2nc(-c2ccccc2Cl)n1O | 1997 | 1456
Cc1nn(CC2CC2)c(=O)n1-c1ccc(F)cc1 | 1968 | 1578
O=C(NCCN1CCOCC1)c1cccnc1SCc1ccccc1Cl | 1814 | 1541
O=C(CSc1nc(-c2cccs2)cc(C(F)(F)F)n1)Nc1cc(OCC(F)(F)F)cc([N+](=O)[O-])c1 | 1823 | 1627
CCC(Sc1nc2cc(OC)c(OC)cc2c(=O)n1CCc1ccc(OC)c(OC)c1)C(=O)NCCOC (centres undefined) | 1898 | 1533

Laid out differently: results already given
SMILES: O=C(CCc1nnc(-c2ccccc2)o1)NCc1cc(F)ccc1F
  SRC1 TRFRET art: 1817
  SRC3 TRFRET art: 1707
SMILES: CC1CC(=O)C(C2c3ccccc3CCN2C(=O)CCl)C(=O)C1 (centres undefined)
  SRC1 TRFRET art: 1884
  SRC3 TRFRET art: 1436
SMILES: Cn1c(N)c(C(=O)COC(=O)c2cccnc2Cl)c(=O)n(C)c1=O
  SRC1 TRFRET art: 1843
  SRC3 TRFRET art: 1554

Rewritten with values under each structure: part of the list above
Under each structure – SRC1 TRFRET art	SRC3 TRFRET art
> O=c1c2ccccc2nc(-c2ccccc2Cl)n1O
    1997	1456
> Cc1nn(CC2CC2)c(=O)n1-c1ccc(F)cc1
    1968	1578
> O=C(NCCN1CCOCC1)c1cccnc1SCc1ccccc1Cl
    1814	1541
> O=C(CSc1nc(-c2cccs2)cc(C(F)(F)F)n1)Nc1cc(OCC(F)(F)F)cc([N+](=O)[O-])c1
    1823	1627
> CCC(Sc1nc2cc(OC)c(OC)cc2c(=O)n1CCc1ccc(OC)c(OC)c1)C(=O)NCCOC (centres undefined)
    1898	1533

New compounds follow:
SMILES | SRC1 TRFRET art | SRC3 TRFRET art
CNC(=S)N(Cc1ccco1)Cc1cc2cc3c(cc2[nH]c1=O)OCCO3 | 1698 | 1522
NC(=O)c1ccc(NC(=O)COC(=O)C2(c3ccccc3F)CCCC2)cc1 | 1714 | 1615
Cc1c(/C=N/NC(=O)COc2ccccc2[N+](=O)[O-])c2ccccc2n1C | 2122 | 1485
CCC(=O)Nc1c(S(=O)(=O)c2ccccc2)c2nc3ccccc3nc2n1Cc1ccccc1 | 1706 | 1563
CC1(C#CC[N+]2(C)CCCCC2)CCC2C(O1)c1ccccc1OC2(C)C (centres undefined) | 1611 | 1468
COc1ccc(-n2c(Cn3nnc4ccccc43)n[nH]c2=S)cc1 | 1551 | 1457
COc1ccc(/C(O)=C2/C(=O)C(=O)N(CCN(C)C)C2c2cccnc2)cc1OC (centres undefined) | 1744 | 1658
CC(=O)OCC1=C(C(=O)O)N2C(=O)[C@@H](NC(=O)Cc3cccs3)[C@H]2SC1 | 1828 | 1630
O=C(NC1CCN(Cc2ccccc2)CC1)c1ccc(Cn2c(=S)[nH]c3ccc(N4CCOCC4)cc3c2=O)cc1 | 1661 | 1542
CCCCNCCCOc1cccc(Cl)c1 | 1642 | 1656
CC(C)CC(NC(=O)C1CCC(C)CC1)C(=O)NCc1ccco1 (centres undefined) | 1952 | 1702
C/C(CCN1CCCCc2nc(C)c(C)cc21)=N\OC[C@@H](O)[C@H]1O[C@@H]2OC(C)(C)O[C@@H]2[C@H]1O | 1724 | 1676
N/C(=N\O)c1ccccc1-n1cccc1 | 1948 | 1577
O=C(CN1C(=O)CCSc2ccccc21)Nc1ccccc1 | 1465 | 1574
CCCCc1n(CC(=O)c2ccc(Cl)cc2)c2ccccc2[n+]1C | 1807 | 1724
Cc1ccc(-c2nn(-c3ccccc3)cc2C(=O)NN2CCN(C)CC2)cc1 | 1642 | 1482
CC(C)Sc1nnc(NC(=O)c2ccco2)s1 | 1680 | 1417
CCn1cc(CN(C)S(=O)(=O)c2cccc([N+](=O)[O-])c2)cn1 | 1717 | 1576
Cc1cc(NC(=O)c2ccccc2[N+](=O)[O-])ccc1Br | 1902 | 1434
CSc1ccccc1NC(=O)CN(C)Cc1cc(=O)n2ccsc2n1 | 1688 | 1515
N#Cc1cc([N+](=O)[O-])ccc1NCCc1ccccn1 | 1866 | 1493
CCOC(=O)c1sc(NC(=S)NC(=O)C2CCCC2)cc1C | 1570 | 1552
O=C1CSC(c2cccc(Cl)c2Cl)N1c1ccccn1 (centres undefined) | 1586 | 1515
O=C(NCc1nc2ccccc2[nH]1)C1=C[C@H](c2ccc3c(c2)OCO3)C[C@H](OCc2ccc(CO)cc2)O1 | 1503 | 1518
COc1ccc(CCNc2ccc(S(=O)(=O)N3CCCC3)cc2[N+](=O)[O-])cc1 | 1783 | 1564
Next entries
SMILES | SRC1 TRFRET art | SRC3 TRFRET art
C=CCNC(=S)N/N=C/c1ccc(-c2ccc(OC)cc2)o1 | 1689 | 1492
O=C(Cc1cccs1)N/N=C\c1ccc(O)cc1 | 1862 | 1557
CCOC(=O)c1c(CSc2ccccc2)oc2ccc(O)cc12 | 1689 | 1699
Cc1cc(=O)n2[nH]c(NCc3ccccc3F)nc2n1 | 1740 | 1449
COc1ccccc1NC(=O)CCc1nc(-c2ccccc2F)no1 | 1719 | 1453
COc1ccc(-c2csc3nc(C)nc(N4CCN(c5ccc(C(C)=O)cc5)CC4)c23)cc1OC | 1874 | 2053*
COc1ccc(CN(C(=O)/C=C/C(=O)c2ccc(OC)cc2O)C(C(=O)NC2CCCCC2)c2ccncc2)cc1 (centres undefined) | 1707 | 1535
Cc1cc(C)n(C(=O)CN2C(=O)CCC2=O)n1 | 1494 | 1716
COc1ccc(CN=Cc2c(O)[nH]c3ccccc23)cc1 | 1676 | 1672
COc1ccc(CN2CCN(CCc3ccccc3)C(CCO)C2)c(O)c1 (centres undefined) | 1620 | 1470
O=C(Oc1cccc(Nc2ncnc3ccccc23)c1)c1cccnc1 | 1561 | 1519
CN(C)N1C(N)=C(C#N)C(c2cccs2)C2=C1CCCC2=O (centres undefined) | 1793 | 1560
O=C(COC(=O)CC(c1ccccc1)c1ccccc1)Nc1ccc(F)c(F)c1 | 1511 | 1523
S=C(NCc1ccncc1)Nc1cccc(Cl)c1 | 1928 | 1682
C/C(=N\Nc1nc(C)c(C)s1)c1ccc([N+](=O)[O-])cc1 | 1682 | 1579
Cc1cc(C)c2c(=O)cc(C(F)(F)F)oc2n1 | 2018 | 1468
CC(=O)Nc1ccc(OCC(=O)N(CC(C)C)C2CCS(=O)(=O)C2)cc1 (centres undefined) | 1693 | 1488
Cc1ccc(S(=O)(=O)Nc2cc(=O)[nH]c(SCc3ccc(Cl)cc3)n2)cc1 | 1970 | 1506
Cc1ccccc1NC(=O)c1cc2c(C)nc3ccccc3c2o1 | 1938 | 1633
Cc1ccc(NS(=O)(=O)c2ccc(OCC(=O)NCc3cccnc3)cc2)cc1 | 1921 | 1701
COc1cccc(CC2(CO)CCN(S(=O)(=O)N(C)C)CC2)c1 | 1563 | 1377
Cn1ccc(NC(=O)Nc2cccc([N+](=O)[O-])c2)n1 | 1885 | 1541
CC(C)Oc1ccc(CC(=O)NNC(=S)Nc2ccc(Br)cc2)cc1 | 1615 | 1524
Cc1ccc(CNC(=O)c2ccc3nc4[nH]c5ccccc5c4nc3c2)cc1 | 1721 | 1436
CCOC(=O)CNC(=O)/C(=C\c1ccc(F)cc1)NC(=O)c1ccccc1 | 1702 | 1580
Later entries.
SMILES | SRC1 TRFRET art | SRC3 TRFRET art
O=[N+]([O-])c1cc(S(=O)(=O)N2CCCCC2)ccc1NCCN1CCOCC1 | 1797 | 1611
Cc1cccc(C(=O)Nc2cccc(C(=O)N/N=C/c3ccncc3)c2)c1 | 1678 | 1440
O=C(N[C@@H](Cc1ccccc1)C(=O)OCc1ccccc1)c1nc[nH]c1C(=O)NCc1ccccc1 | 1787 | 1511
Cc1ccc(NC(=O)c2c(C(=O)Nc3ccccc3)sc3nc(C)cc(=O)n23)cc1 | 1766 | 1820
CN(C)CCCOc1cccc(Cl)c1 | 1641 | 1452
O=C(CN1CCC(n2nnc3cc(C(F)(F)F)ccc32)CC1)NCc1cccs1 | 1960 | 1578
CC1C/C(=C/c2ccccn2)C(=O)/C(=C/c2ccccn2)C1 (centres undefined) | 1815 | 1516
CN(C)/C=N/c1cc(=O)n(Cc2ccccc2)c(=O)n1C | 1620 | 1706
Fc1ccccc1-c1nc2ccccc2[nH]1 | 1872 | 1644
CCOc1ccc(Nc2cc(C)nc3nc(C)nn23)cc1 | 1697 | 1555
O=C(/C=C/c1ccccc1)NCC(=O)N/N=C\c1cccnc1 | 1754 | 1479
COc1ccc(NC(=O)c2sccc2OS(=O)(=O)N(C)C)cc1 | 1926 | 1517
O=c1c2ccccc2ncn1CCOCCOc1cccc(Br)c1 | 1726 | 1767
COc1ccc(-c2cc(=O)c3cc(O)ccc3o2)cc1 | 2022 | 1513
